# Source: PubChem BioAssay (National Center for Advancing Translational Sciences (NCATS))
# GAA inh: blocks human lysosomal alpha-glucosidase | AID 1466 | P10253 | hit rate 0.005% among 200,000 | Potency, µM (top dose mostly 76.9 µM), inactives show at the highest dose activity change, negative = inhibition, most hits filed as inhibitors | purified human GAA, 4-MU-alpha-glucoside fluorescence;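 note: plate controls were uninhibited enzyme wells for no effect and no-enzyme background for full effect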
#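 Compounds are titrated up to 77 uM against 4 nM human enzyme. Substrate 4-methylumbelliferyl-alpha-D-pyranoside (400 uM) reacts 20 min at room temperature in pH 5.0 buffer; liberated 4-methylumbelliferone is read at 440 nm.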
# SMN2 splice up: SMN2 splice variant enhancement; HEK293 SMN2-luciferase splicing reporter, luminescence, 30-36 h; Potency, µM (highest dose often 46.1 µM), for the others: at the highest dose activity change, positive = activation, most hits filed as activators; AID 1458; hit rate 2.8% among 210,000; note: % of control where 0% means no effect; nearly all actives have a fitted effect of over 55% in size
#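 qHTS luciferase splicing reporter: luminescence rises when SMN2 exon 7 is included in transfected HEK293 cells. Compound exposure lasted 30-36 h at 37C, with 4.5 mM final sodium butyrate as control, followed by a ONE-Glo read.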
# ALDH1A1 block: blocks purified human ALDH1A1 activity | AID 1030 | P00352 | Potency, µM (highest dose often 75.3 µM), for the others: at the highest dose activity, negative = inhibition, usual class: inhibitors | hit rate 7.3% among 220,000 | Purified ALDH1A1, NADH fluorescence, propionaldehyde substrate; active = well fitted inhibition curve with a large enough effect, not every such curve was filed as active; inconclusive = small, poorly fitted or top-dose-only effect, or another doubt; inactive = no such curve, though single readings can be large or run the other way;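 note: plate controls were no enzyme wells and a reference inhibitor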
# Target sequence (P00352 whole entry, looked up): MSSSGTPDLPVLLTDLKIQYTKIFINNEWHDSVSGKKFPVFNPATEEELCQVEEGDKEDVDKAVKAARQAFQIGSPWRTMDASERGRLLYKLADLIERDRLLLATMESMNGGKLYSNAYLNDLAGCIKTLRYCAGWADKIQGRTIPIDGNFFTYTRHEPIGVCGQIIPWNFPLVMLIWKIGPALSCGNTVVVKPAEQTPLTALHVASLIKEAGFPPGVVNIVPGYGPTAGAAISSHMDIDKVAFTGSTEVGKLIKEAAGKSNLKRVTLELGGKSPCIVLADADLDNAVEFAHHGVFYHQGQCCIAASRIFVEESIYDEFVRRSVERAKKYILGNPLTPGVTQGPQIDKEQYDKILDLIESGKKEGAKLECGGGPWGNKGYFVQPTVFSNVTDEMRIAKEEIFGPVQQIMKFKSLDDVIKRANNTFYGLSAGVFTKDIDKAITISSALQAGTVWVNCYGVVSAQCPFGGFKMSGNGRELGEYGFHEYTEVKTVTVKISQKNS
# aGlu spleen mod: inhibits or activates alpha-glucosidase in human spleen homogenate; P10253; human spleen homogenate, 4-MU-alpha-glucoside fluorescence; Potency, µM (top dose mostly 79.9 µM), inactives show top-dose activity change, negative = inhibition, usual class: inhibitors; hit rate 0.006% among 240,000; AID 2112;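 note: 0% = enzyme with vehicle and -100% = no enzyme basal signal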
#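 AC50 values come from Hill-equation fits of concentration-response data, normalized to no-enzyme and full-activity controls. Enzyme source: 1 ug human spleen homogenate; 1 mM fluorogenic 4-MU glucoside, pH 5.0 citrate buffer, 37 C, 40 min.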
# GLA spleen mod: inhibitors or activators of human alpha-galactosidase in spleen homogenate. P06280. human spleen homogenate, 4MU-alpha-Gal fluorescence, 40 min. Potency, µM (doses to about 80 µM), inactives show top-dose activity change, negative = inhibition, usual class: inhibitors. hit rate 0.008% among 240,000. AID 2107;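 note: 0% = enzyme with vehicle and -100% = no enzyme basal signal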
# Target sequence (P06280 32-429 limits assumed): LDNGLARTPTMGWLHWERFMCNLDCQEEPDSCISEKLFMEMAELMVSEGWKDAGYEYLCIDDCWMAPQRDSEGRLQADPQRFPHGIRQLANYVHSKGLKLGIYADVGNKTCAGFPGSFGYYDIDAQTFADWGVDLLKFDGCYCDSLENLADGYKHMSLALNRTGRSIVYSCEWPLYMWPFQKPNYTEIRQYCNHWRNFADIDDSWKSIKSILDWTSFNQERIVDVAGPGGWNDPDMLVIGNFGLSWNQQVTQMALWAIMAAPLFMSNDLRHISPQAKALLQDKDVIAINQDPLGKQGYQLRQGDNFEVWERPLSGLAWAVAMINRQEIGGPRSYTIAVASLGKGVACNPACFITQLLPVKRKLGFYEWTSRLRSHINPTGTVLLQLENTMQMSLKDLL
#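 Spleen homogenate 1 ug + cpd (titration) + 4-MU-alpha-D-galactopyranoside 1 mM; 37C 40 min; 50 mM citrate/phosphate pH 5.0, 0.01% Tween-20; stop pH 10; fluorescence 365/440; AC50 via Hill.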
# KDM4E inh: JMJD2E (human) inhibition; B2RXH2; JMJD2E catalytic domain, FDH-coupled NADH fluorescence (FDH is formaldehyde dehydrogenase); Potency, µM (top dose mostly 57.1 µM), without a hit: at the highest dose activity change, negative = inhibition, most hits filed as inhibitors; hit rate 1.6% among 230,000; AID 2147; active = well fitted inhibition curve with a large enough effect, not every such curve was filed as active; inconclusive = small, poorly fitted or top-dose-only effect, or another doubt; inactive = no such curve, though single readings can be large or run the other way;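 note: 0% = wells with enzyme and -100% = buffer wells without enzyme; nearly all actives have a fitted effect of over 50% in size; many of its hits are not listed in these tables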
# GAA glycogen: inhibitors or activators of human alpha-glucosidase glycogen cleavage; AID 2100; recombinant GAA, glycogen substrate, Amplex Red glucose oxidase fluorescence; Potency, µM (doses to about 76.4 µM), inactives show at the highest dose activity change, negative = inhibition, usual class: inhibitors; hit rate 0.38% among 300,000; P10253;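 note: 0% = full enzyme reaction and -100% = no-enzyme basal signal; the screen sought inhibitors and activators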
#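 Recombinant human enzyme (4 nM); glycogen substrate; 37 C, 40 min, pH 5.0. Readout: coupled glucose oxidase/Amplex Red fluorescence.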
# RGS12 GoLoco inh: inhibitors of human Gai1-RGS12 GoLoco interaction (red fluorophore); P63096; Gai1:RGS12 GoLoco peptide FP, rhodamine, 10 min; Potency, µM (highest dose often 61.6 µM), for inactives: top-dose activity, negative = inhibition, most hits filed as inhibitors; hit rate 0.44% among 230,000; AID 880; active = well fitted inhibition curve with a large enough effect, not every such curve was filed as active; inactive = no such curve, though single readings can be large or run the other way; note: % is set by controls: 0 for no effect and ±100 for the full control effect; nearly all actives have a fitted effect of over 30% in size; many of its hits are not listed in these tables
# * marks the source's active call; other numbers are inactive results; ? = inconclusive; nt = no result given; & = joins results of further samples; [ ] = another dose, or the depositor's remark. Unless noted, calls come from the whole dose curve; as a rule, active = well fitted curve in the direction sought with a large enough effect; inconclusive = small, poorly fitted or top-dose-only effect, or another doubt; inactive = no such curve, though single readings can be large; an effect the other way counts as inactive or inconclusive. Potency is the fitted concentration of half-maximal effect. Some of the compounds tested (hit frequency here may not be typical).
[1] O=C(O)COc1ccccc1/C=N/Nc1ccc(S(=O)(=O)Nc2ccc(Cl)cc2)cc1[N+](=O)[O-]
[2] Cc1cc2c(cc1C)/C(=C\C(N)=O)NC(C)(C)C2
[3] CCCCOc1ccc(N=Cc2cccs2)cc1
[4] CN(C(=O)c1coc(=O)c2ccccc12)c1ccccc1Cl
[5] COc1ccc(NC(=O)CSc2nc(N)c3cc4c(nc3n2)CCCC4)c(OC)c1
[6] Cc1csc2sc(-c3ccnc(SCC(=O)NCc4ccccc4)n3)c(C)c12
[7] CC(OC(=O)c1cc2sccc2n1C)C(=O)NCc1ccc(F)cc1 (stereo not given)
[8] O=C1CCCC2=C1C(c1ccsc1)CC(=O)N2c1ccccc1F (stereo not given)

compound no.,1,2,3,4,5,6,7,8
GAA inh,-8%,-1%,-5%,5%,4%,nt,-4%,0%
SMN2 splice up,2%,10%,-4%,-19%,9%,nt,-4%,-2%
ALDH1A1 block,1%,-1%,?,-18%,7%,nt,12%,14%
aGlu spleen mod,1%,-6%,2%,3%,-9%,-1%,5%,nt
GLA spleen mod,-13%,3%,4%,3%,-17%,3%,2%,5%
KDM4E inh,-11%,-4%,-7%,-2%,-10%,?,-1%,11%
GAA glycogen,-3%,-10%,?,6%,1%,1%,8%,5%
RGS12 GoLoco inh,5%,3%,9%,6%,11%,13%,-1%,5%

[9] CCOCC(=O)Nc1nnc(Cc2ccc(OC)cc2)s1
[10] COc1ccc2nc(Nc3nc(CSc4nnnn4-c4ccccc4)cc(=O)[nH]3)nc(C)c2c1
[11] O=C1CC(Sc2nnnn2-c2ccccc2)C(=O)N1c1cccc(Cl)c1 (stereo not given)
[12] Cc1[nH]c2ccccc2c1/C=N/Nc1nncn1N
[13] CC(=O)N(C)c1ccc(NC(=S)Nc2ccccc2)cc1
[14] O=C(NCc1ccccc1)C1COc2ccccc2O1 (stereo not given)
[15] CCN1CCN(c2oc(COc3ccc(-c4ccccc4)cc3)nc2C#N)CC1
[16] CCOC(=O)C(Cc1c[nH]c2ccccc12)NC(=O)c1ccco1 (stereo not given)

compound no.,9,10,11,12,13,14,15,16
GAA inh,-1%,-4%,2%,-3%,1%,1%,?,-5%
SMN2 splice up,1%,-26%,2%,20%,1%,29%,nt,-9%
ALDH1A1 block,?,?,0.79µM*,?,7%,-1%,-12%,2%
aGlu spleen mod,-4%,-8%,-5%,-3%,-1%,1%,0%,2%
GLA spleen mod,0%,3%,-1%,3%,-7%,5%,-8%,4%
KDM4E inh,11%,-6%,-3%,?,-3%,-5%,-7%,-2%
GAA glycogen,4%,3%,4%,?,-1%,-7%,-11%,3%
RGS12 GoLoco inh,3%,0%,19%,12%,-4%,10%,nt,-6%

[17] COc1ccc(C(=O)N/N=C(\c2ccccc2)c2ccccn2)cc1
[18] CC(=O)C1=C(C)N(c2ccccc2)C(=O)C1(NS(=O)(=O)c1ccc(N)cc1)C(F)(F)F (stereo not given)
[19] O=C(NC1CC1)C1=C[C@@H](c2csc3ccccc23)C[C@@H](OCc2ccc(CO)cc2)O1
[20] CC(=O)Nc1ccc(O)cc1[N+](=O)[O-]
[21] CC(C)N(c1ccccc1)c1ccc(NC(=S)NCCN(C)C)cc1
[22] O=C(Nc1cccc(S(=O)(=O)N2CCCC2)c1)c1ccc2ccccc2n1
[23] O=C(CN(C(=O)CCC(=O)Nc1nccs1)c1ccc(F)cc1)NCC1CCCO1 (stereo not given)
[24] COc1cc(NC2c3ccccc3C(=O)N2Cc2ccccc2)cc(OC)c1OC (stereo not given)

compound no.,17,18,19,20,21,22,23,24
GAA inh,4%,0%,nt,0%,-5%,-3%,-6%,nt
SMN2 splice up,-67%[inhibitor],6%,nt,nt,8%,-58%[inhibitor],5%,nt
ALDH1A1 block,?,5%,0%,11%,-1%,?,8%,nt
aGlu spleen mod,-3%,5%,0%,7%,-1%,2%,-5%,-4%
GLA spleen mod,-2%,6%,-2%,11%,0%,3%,2%,-1%
KDM4E inh,?,6%,-9%,7%,-9%,-8%,-4%,-3%
GAA glycogen,10%,0%,5%,5%,-4%,3%,-7%,-13%
RGS12 GoLoco inh,2%,10%,2%,12%,-4%,5%,6%,0%

[25] COCN(C#N)c1nc(OC)nc(OC)n1
[26] CCCc1cc(=O)oc2cc(OCC(=O)Nc3ccc4c(c3)OCCO4)ccc12
[27] COc1ccc([N+](=O)[O-])cc1N(CC(=O)N1CCCCC1)S(C)(=O)=O
[28] CN(CCN1CCOCC1)Cc1nc(-c2cccs2)no1
[29] CC(C)(C)C(=O)COC(=O)c1cc(-c2ccncc2)nc2ccccc12
[30] CCCCC(CC)C(=O)Nc1ccc(Cl)cn1 (stereo not given)
[31] O=C(Nc1ccccn1)c1cccc(S(=O)(=O)N2CCOCC2)c1
[32] O=C(c1cccnc1)c1cccnc1

compound no.,25,26,27,28,29,30,31,32
GAA inh,-6%,-5%,0%,-4%,-5%,0%,?,-9%
SMN2 splice up,-3%,1%,nt,nt,1%,3%,-2%,1%
ALDH1A1 block,?,12%,11%,4%,-1%,9%,-6%,-6%
aGlu spleen mod,-1%,3%,-8%,2%,-16%,6%,-8%,-2%
GLA spleen mod,3%,-1%,-3%,-1%,-11%,7%,-10%,-3%
KDM4E inh,2%,-6%,14%,1%,?,-1%,6%,-1%
GAA glycogen,-5%,6%,7%,-9%,-11%,9%,-1%,-10%
RGS12 GoLoco inh,-2%,-21%,8%,4%,3%,6%,5%,-1%

[33] CCOC(=O)c1oc2c(O)c(O)ccc2c(=O)c1-c1nncn1-c1ccccc1
[34] Cc1ccc(NC(=O)Cn2cccc2)cc1Cl
[35] COc1ccccc1CNC(=O)C1(C)Oc2cccnc2NC1=O (stereo not given)
[36] CCOC(=O)CN1C(=O)N[C@@H](c2cccc(F)c2)C(C(=O)OC)=C1C
[37] Cc1cc(N2CCN(C(=O)c3ccco3)CC2)n2ncc(-c3ccccc3)c2n1
[38] O=C(CCn1c(=S)oc2ccccc21)NC1CCCCC1
[39] Cc1sc2nc(CSCC(=O)N(CCC#N)c3ccccc3)[nH]c(=O)c2c1C
[40] CN1/C(=C/C=N/NC(=O)c2ccc([N+](=O)[O-])cc2)C(C)(C)c2ccccc21

compound no.,33,34,35,36,37,38,39,40
GAA inh,-12%,-7%,-1%,nt,-12%,nt,-6%,-2%
SMN2 splice up,28%,-22%,7%,3%[9.22 µM],13%,nt,-5%,nt
ALDH1A1 block,-6%,11µM*,9%,10%[13.5 µM],?,nt,?,-8%
aGlu spleen mod,-6%,-7%,-1%,-3%[17.4 µM],-7%,-14%,5%,-13%
GLA spleen mod,0%,2%,-2%,2%[17.5 µM],2%,-1%,-3%,-16%
KDM4E inh,7.9µM*,5%,?,6%[11.4 µM],?,-8%,?,?
GAA glycogen,35µM*,6%,31%,nt,1%,5%,9%,2%
RGS12 GoLoco inh,3%,5%,-5%,1%[14.2 µM],1%,7%,44%[activator],76%[activator]

# A draw from above in order of SMILES length, smallest number first:
[37] Cc1cc(N2CCN(C(=O)c3ccco3)CC2)n2ncc(-c3ccccc3)c2n1
[36] CCOC(=O)CN1C(=O)N[C@@H](c2cccc(F)c2)C(C(=O)OC)=C1C
[40] CN1/C(=C/C=N/NC(=O)c2ccc([N+](=O)[O-])cc2)C(C)(C)c2ccccc21

compound no.,37,36,40
GAA inh,-12%,nt,-2%
SMN2 splice up,13%,3%[9.22 µM],nt
ALDH1A1 block,?,10%[13.5 µM],-8%
aGlu spleen mod,-7%,-3%[17.4 µM],-13%
GLA spleen mod,2%,2%[17.5 µM],-16%
KDM4E inh,?,6%[11.4 µM],?
GAA glycogen,1%,nt,2%
RGS12 GoLoco inh,1%,1%[14.2 µM],76%[activator]

# New compounds follow:
[41] O=C(/C=C/c1ccc(O)c(O)c1)OCCc1ccccc1
[42] S=C(NC1CCCC1)N1CCN(c2cccc(Cl)c2)CC1
[43] O=C(CCCOc1ccccc1)Nc1cccnc1
[44] N#Cc1cccc(NC(=O)Nc2cccs2)c1
[45] Cc1ccc(C)c(NS(=O)(=O)c2cc(C(N)=O)ccc2C)c1
[46] COc1cc2c(cc1OC)/C(=C/C#N)NC(C)(C)C2
[47] CC1(N(O)/C=C2\C=CC=CC2=O)CCCCC1=O (stereo not given)
[48] CCc1nnc(NC(=O)CSc2nnc(C)n2CC2CCCO2)s1 (stereo not given)

compound no.,41,42,43,44,45,46,47,48
GAA inh,nt,5%,1%,1%,0%,-5%,nt,2%
SMN2 splice up,16µM*,-4%,15%,-18%,19%,15%,nt,10%
ALDH1A1 block,?,-14%,1%,-2%,-2%,2µM*,nt,12%
aGlu spleen mod,-10%&2%&-4%&0%,1%,-1%,2%,-3%,-5%,-13%,-2%
GLA spleen mod,-10%&10%&8%&11%,-4%,0%,5%,0%,10%,-9%,-7%
KDM4E inh,20µM*,12%,6%,-5%,5%,-1%,-4%,7%
GAA glycogen,nt,4%,-12%,?,5%,4%,-3%,-1%
RGS12 GoLoco inh,-6%&-8%&5%,2%,-3%,31%[activator],-15%,16%,8%,6%

[49] Cc1ccccc1N1CCN(Cc2cccc(C(=O)O)c2)CC1
[50] CCN(CC)C(=O)CN(c1cccc(C(F)(F)F)c1)S(C)(=O)=O
[51] COc1cccc(C(=O)c2c[nH]c(C(=O)NCc3ccco3)c2)c1
[52] O=S(=O)(NCC1CCCO1)c1cc(Cl)ccc1Cl (stereo not given)
[53] FC(F)(F)COc1nc(N2CCOCC2)nc(N(c2ccccc2)c2ccccc2)n1
[54] COc1cc(-c2nnc(SCC(=O)Nc3cc(C)on3)n2C)cc(OC)c1O
[55] CCOC(=O)C(C)Sc1ncc(-c2ccccc2)cn1 (stereo not given)

compound no.,49,50,51,52,53,54,55
GAA inh,-1%,-1%,1%,-6%,0%,-3%,2%
SMN2 splice up,nt,-2%,13%,-47%,-26%,9%,3%
ALDH1A1 block,0%,3%,?,-4%,?,-10%,8%
aGlu spleen mod,6%,-19%,-11%,0%,5%,2%,9%
GLA spleen mod,11%,-2%,-3%,4%,7%,6%,10%
KDM4E inh,5%,-3%,1%,-5%,-17%,-4%,3%
GAA glycogen,-10%,7%,5%,8%,-11%,-1%,-5%
RGS12 GoLoco inh,nt,-7%,5%,9%,-3%,-14%,11%
